Assay outcomes from PubChem.
Salmonella PhoP GFP: PhoP regulon inhibitors, Salmonella typhi PhoP promoter GFP reporter, confirmatory (AID 1850); Salmonella Typhi PhoP-promoter GFP reporter, fluorescence, 4 h; higher % means a stronger effect; inhibition, % at 50 µM; hits with a dose series show IC50 in µM; hit rate 0.33% among 310,000; in the data active = a potency from the dose series; inconclusive = inhibition mostly from about 25% at the one dose, without a potency; inactive = the rest, 99 in 100 with inhibition below about 19%;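 note: 0% = induced wells with vehicle and 100% = uninduced wells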
H1N1 NS1A inhibition: H1N1 influenza NS1A inhibitors, functional cell based assay (AID 504329). inhibition, % at 12.5 µM, or IC50 in µM where a hit was titrated. hit rate 0.3% among 340,000. NS1A functional cell-based assay, percent inhibition; higher % means a stronger effect; in the data active = a potency from the dose series; inconclusive = inhibition above about 27% without an active follow-up result; note: strong numbers were not always called active
M. tuberculosis: growth inhibition of non-replicating M. tuberculosis (AID 488890); Mycobacterium tuberculosis non-replicating, growth inhibition; higher % means a stronger effect; one-dose inhibition, % at 25 µM; IC50 in µM for titrated hits; hit rate 0.39% among 320,000; in the data active = a potency from the dose series; inconclusive = inhibition mostly from about 82% at the one dose, without a potency; inactive = the rest, 99 in 100 with inhibition below about 76%;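 note: plate controls were DMSO cells for no effect and high antibiotic wells for full effect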
H37Rv inhibition: M. tuberculosis growth inhibition, HTS (AID 449762); M. tuberculosis H37Rv growth inhibition, 7H9 media; higher % means a stronger effect; one-dose inhibition, % at 25 µM; IC50 in µM for titrated hits; hit rate 0.59% among 330,000; in the data active = a potency from the dose series; inconclusive = inhibition above about 70% without an active follow-up result;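 note: bacterial growth assessed after seven days of incubation; strong numbers were not always called active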
inhibitors of VEEV: inhibitors of VEEV TC-83 cytopathic effect, confirmation, Vero cells (AID 588727); Vero cells, VEEV TC-83 cytopathic effect inhibition; higher % means a stronger effect; inhibition, % at 20 µM, or IC50 in µM where a hit was titrated; hit rate 0.13% among 350,000; in the data active = a potency from the dose series; inconclusive = inhibition mostly from about 14% at the one dose, without a potency; inactive = the rest, 99 in 100 with inhibition below about 12%; note: strong numbers were not always called active
inhibitors of VEEV 10K pilot screen: recorded beside inhibitors of VEEV, whose call it bears; inhibition, %; measured here: 10K pilot screen inhibition
Starred values were filed as active, the others as inactive; i = inactive; u = inconclusive; x = not tested or not shown. Compounds were not picked by outcome; overall some 1.4% were active at least once.

The opening 14 records, to show the layout:
SMILES	Salmonella PhoP GFP	H1N1 NS1A inhibition	M. tuberculosis	H37Rv inhibition	inhibitors of VEEV	others
O=C1NC(=O)C2(Cc3cc([N+](=O)[O-])ccc3N3CCN(C(=O)c4ccccc4)CC32)C(=O)N1 (stereo not drawn)	-7%	3%	-16%	-18%	0.9%
Cc1ccc(NC(=O)CCC(C(=O)O)N2C(=O)c3ccccc3C2=O)cc1 (stereo not drawn)	-2%	1%	-8%	-9%	1.3%
CCN(CC)S(=O)(=O)c1ccc(=O)n(CC(=O)N2Cc3ccccc3CC2C(N)=O)c1 (stereo not drawn)	x	1%	x	x	i
Cc1ccccc1-n1c(SCc2ccccn2)nc2n[nH]c(C)c2c1=N	7%	9%	15%	4%	6.2%
Cc1cc(=O)oc2cc(OCC(=O)OCC(=O)Nc3ccccc3C(C)C)ccc12	1%	19%	2%	3%	i
CC1CCCN(C(=O)CCCC(=O)N2CCCC(C)C2)C1 (stereo not drawn)	-5%	-13%	-2%	3%	0.4%
Cn1c(=O)cc(N)n(-c2ccccc2)c1=O	8%	-3%	-5%	8%	i
CCOC(=O)c1cc(C(C)(C)C)n(CCCN2CCOCC2)c1C	-3%	-19%	-7%	8%	0.3%
Cc1ccc(NC(=O)c2cnn(-c3ccccc3)c2C)cc1	-3%	4%	39%	2%	2.2%
COc1ccccc1CNC(=O)c1cnc2ccccn2c1=O	-8%	3%	x	-11%	1.3%
COc1ccc(CN2CCCC(C(=O)c3cccc(OC(C)C)c3)C2)cc1Cn1cccn1 (stereo not drawn)	-4%	2%	42%	-7%	2.5%
COC(=O)C(C(=O)Nc1cccc(C)n1)C1CCCCCC1 (stereo not drawn)	-9%	26%	9%	4%	0.3%
CSCC[C@H](NC(=O)c1cccc([N+](=O)[O-])c1C)c1nc2ccccc2[nH]1	-1%	-5%	-10%	10%	0.8%
COc1cc(C(=O)Nc2cccc(-c3cn4cccnc4n3)c2)cc(OC)c1OC	3%	1%	16%	42%	3.7%

The list itself, from the first entry:
SMILES	Salmonella PhoP GFP	H1N1 NS1A inhibition	M. tuberculosis	H37Rv inhibition	inhibitors of VEEV	others
O=C1NC(=O)C2(Cc3cc([N+](=O)[O-])ccc3N3CCN(C(=O)c4ccccc4)CC32)C(=O)N1 (stereo not drawn)	-7%	3%	-16%	-18%	0.9%
Cc1ccc(NC(=O)CCC(C(=O)O)N2C(=O)c3ccccc3C2=O)cc1 (stereo not drawn)	-2%	1%	-8%	-9%	1.3%
CCN(CC)S(=O)(=O)c1ccc(=O)n(CC(=O)N2Cc3ccccc3CC2C(N)=O)c1 (stereo not drawn)	x	1%	x	x	i
Cc1ccccc1-n1c(SCc2ccccn2)nc2n[nH]c(C)c2c1=N	7%	9%	15%	4%	6.2%
Cc1cc(=O)oc2cc(OCC(=O)OCC(=O)Nc3ccccc3C(C)C)ccc12	1%	19%	2%	3%	i
CC1CCCN(C(=O)CCCC(=O)N2CCCC(C)C2)C1 (stereo not drawn)	-5%	-13%	-2%	3%	0.4%
Cn1c(=O)cc(N)n(-c2ccccc2)c1=O	8%	-3%	-5%	8%	i
CCOC(=O)c1cc(C(C)(C)C)n(CCCN2CCOCC2)c1C	-3%	-19%	-7%	8%	0.3%
Cc1ccc(NC(=O)c2cnn(-c3ccccc3)c2C)cc1	-3%	4%	39%	2%	2.2%
COc1ccccc1CNC(=O)c1cnc2ccccn2c1=O	-8%	3%	x	-11%	1.3%
COc1ccc(CN2CCCC(C(=O)c3cccc(OC(C)C)c3)C2)cc1Cn1cccn1 (stereo not drawn)	-4%	2%	42%	-7%	2.5%
COC(=O)C(C(=O)Nc1cccc(C)n1)C1CCCCCC1 (stereo not drawn)	-9%	26%	9%	4%	0.3%
CSCC[C@H](NC(=O)c1cccc([N+](=O)[O-])c1C)c1nc2ccccc2[nH]1	-1%	-5%	-10%	10%	0.8%
COc1cc(C(=O)Nc2cccc(-c3cn4cccnc4n3)c2)cc(OC)c1OC	3%	1%	16%	42%	3.7%
CSCCC(NC(=O)C1CCC(C)CC1)C(=O)N1CCN(c2ccccn2)CC1 (stereo not drawn)	3%	5%	2%	-5%	3.1%
CCOC(=O)Cn1c(=O)c(-c2ccccc2NC)nc2ccccc21	-6%	11%	-8%	-10%	0.5%
O=C(O)C1C2CCC(O2)C1C(=O)NCc1ccc(Cl)cc1 (stereo not drawn)	-3%	-7%	-14%	-1%	0.9%
Cc1ccc(S(=O)(=O)c2cc3c(=O)n4ccccc4nc3n(CC3CCCO3)c2=N)cc1C (stereo not drawn)	-2%	0%	-12%	-3%	6.2%
CCCNC(=O)COc1ccc2c(=O)c(Oc3ccccc3F)coc2c1	16%	-6%	73%	10%	0.4%
Cc1ccc(C(=O)Nc2ccc(N3CCOCC3)nc2N2CCOCC2)cc1	6%	-1%	-4%	-1%	i
CC1(C)CC(=O)C(C(c2ccccc2F)C2C(=O)CC(C)(C)CC2=O)C(=O)C1	-5%	-1%	u	5%	1.2%
CCOC(=O)c1c(-c2ccccc2)csc1NC(=O)c1ccc(S(=O)(=O)N2CC(C)OC(C)C2)cc1 (stereo not drawn)	-5%	5%	-6%	-10%	2.4%	inhibitors of VEEV 10K pilot screen=2.8
CCOc1c(Cl)cc(CNc2nnnn2C)cc1OC	-8%	-5%	3%	-5%	0.5%
O=C(CCN1C(=O)c2cccc([N+](=O)[O-])c2C1=O)NC1CCCCCC1	x	-4%	-4%	2%	1.5%
COCCCn1c(SCc2cccc(OC)c2)nc2cc(OC)c(OC)cc2c1=N	2%	7%	62%	37µM*	i
COc1ccc(NC(=O)CSc2nnc(-c3cnccn3)n2C)cc1OC	-3%	-3%	-10%	0%	0.9%
CN1/C(=C\C=C2/SC(=S)N(CC(=O)O)C2=O)C(C)(C)c2ccccc21	-168%	23%	53%	27%	i
O=C1CC(c2cccc(Br)c2)C2=C(COC2=O)N1 (stereo not drawn)	-1%	5%	-1%	1%	1.8%
O=C(Cn1c(CO)nc2ccccc21)Nc1ccccc1Cl	2%	0%	-12%	-3%	0.6%
COc1cc(C2c3[nH]c4ccccc4c3CCN2Cc2cn(C)nc2C)ccc1F (stereo not drawn)	-9%	6%	20%	4%	2.1%
O=C(Nc1ccc(N2CCN(C(=O)c3ccco3)CC2)cc1)c1ccccc1Br	-7%	36%	-5%	-2%	7.4%
COc1ccc(Cc2c(N)nc(C)nc2N)cc1	7%	x	0%	2%	0.8%
CCCCN(C(=O)c1ccc([N+](=O)[O-])o1)c1c(N)n(CCCC)c(=O)[nH]c1=O	-26%	-4%	11%	22%	1.1%
O=C(NC(=O)N1CCOCC1)c1ccccc1	-8%	-3%	-5%	-5%	0.8%
COc1cc(CNCc2cc(OC)c(OC)c(OC)c2)cc(OC)c1	-4%	-1%	-4%	3%	0.1%
C/C(=N\NC(=S)NC1CCCCC1)c1ccc(C#N)cc1	1%	-6%	u	68%	1.6%
Fc1cc(F)c(NC(=S)N2CCOCC2)c(F)c1	-10%	-1%	10%	-2%	1.0%
COc1ccc(C(=O)C(C)OC(=O)CNC(=O)C2CCCCC2)cc1 (stereo not drawn)	x	-6%	11%	3%	0.0%
CON(C)c1nc(Oc2ccc(=O)[nH]n2)nc(N(C)C)n1	-6%	0%	-3%	-12%	i
Cc1occc1-c1nnc(SCC(=O)Nc2nccs2)n1CCc1ccccc1	2%	x	59%	-9%	x
CC(=O)C1C(c2ccncc2)NC(=O)NC1(O)C(F)(F)F (stereo not drawn)	-10%	3%	4%	-1%	1.4%
CCNC(=O)CN(c1ccc(OC)c(OC)c1)S(=O)(=O)c1ccccc1	-6%	2%	-6%	-7%	0.7%
CCOC(=O)COc1ccc(Oc2nc(C)cc(OC)n2)nn1	-4%	4%	8%	-9%	1.6%	inhibitors of VEEV 10K pilot screen=1.9
CCn1c(C)c(C)c2cc(C(=O)NCCCN3CCN(C)CC3)ccc21	1%	4%	5%	-3%	1.6%
O=C(NCCC1CCCCN1S(=O)(=O)c1cccs1)C(=O)Nc1ccc(F)cc1 (stereo not drawn)	-3%	-3%	-8%	0%	9.0%
Cc1cc(OC(C)C(=O)NCc2cccnc2)c2c3c(c(=O)oc2c1)CCC3 (stereo not drawn)	10%	-3%	-2%	0%	i
CN(C)S(=O)(=O)c1cccc(NC(=O)CSc2nncn2-c2ccccc2)c1	-8%	4%	-11%	-4%	0.4%
COC(=O)c1cn(CC(=O)NC2CCCCC2)c2ccccc12	3%	13%	-9%	-2%	i
NC(=O)Nc1ccc(C(=O)OCC(=O)Nc2ccc(Cl)cc2C(=O)c2ccccc2)cc1	-11%	-1%	1%	7%	i
CCc1cc2c(=O)n(Cc3ccccc3)c(SC3CCOC3=O)nc2s1 (stereo not drawn)	7%	7%	4%	0%	i
Cc1ccc(SCC(=O)NCc2ccc(F)cc2)cc1	8%	5%	79%	2%	i
CC1CCCC(C)N1C(=O)COC(=O)CCC1CCCC1 (stereo not drawn)	6%	2%	71%	43%	2.0%
CCN(CC)S(=O)(=O)c1cccc(NC(=O)COC(=O)/C=C/c2cccs2)c1	15%	17%	-2%	-1%	0.6%
COc1ccc(NC(=O)CNS(=O)(=O)c2cccs2)c(OC)c1	-4%	-8%	-22%	-6%	i
O=[N+]([O-])C(/C=C(\Cl)[N+](=O)[O-])=C(N1CCCCC1)N1CCCCC1	7%	2%	58%	49%	0.7%
CCOc1ccc(NC(=O)c2c(NC(=O)CN3CCCC3)sc3c2CCC3)cc1	-10%	-14%	18%	-5%	2.4%
COc1cccc(C2=NN(C(=O)c3ccc(C)o3)C(O)(C(F)(F)F)C2)c1 (stereo not drawn)	-7%	-5%	44%	4%	6.7%
CCn1nnnc1-c1ccc(OC)c(S(=O)(=O)Nc2ccc(C)c(C)c2)c1	-8%	2%	-3%	-1%	4.6%
CN(C)CCCNC(=O)C(=O)NCC1OCCN1S(=O)(=O)c1cc(F)ccc1F (stereo not drawn)	-4%	-7%	17%	-6%	0.2%
Cc1ccc2c(c1)C(O)(CC(=O)c1cccnc1)C(=O)N2 (stereo not drawn)	2%	-5%	-12%	-3%	i

Ordered by molecular weight (smallest number first): three of the compounds above
SMILES	Salmonella PhoP GFP	H1N1 NS1A inhibition	M. tuberculosis	H37Rv inhibition	inhibitors of VEEV	others
CC(=O)C1C(c2ccncc2)NC(=O)NC1(O)C(F)(F)F (stereo not drawn)	-10%	3%	4%	-1%	1.4%
O=[N+]([O-])C(/C=C(\Cl)[N+](=O)[O-])=C(N1CCCCC1)N1CCCCC1	7%	2%	58%	49%	0.7%
CCN(CC)S(=O)(=O)c1cccc(NC(=O)COC(=O)/C=C/c2cccs2)c1	15%	17%	-2%	-1%	0.6%

Next results.
SMILES	Salmonella PhoP GFP	H1N1 NS1A inhibition	M. tuberculosis	H37Rv inhibition	inhibitors of VEEV	others
O=C(CC1(O)C(=O)Nc2cc(Cl)cc(Cl)c21)c1ccccc1O (stereo not drawn)	9%	-11%	-1%	-4%	1.6%
CN(C(=O)c1ccc(NC(=O)C2CC=CCC2C(=O)O)cc1)c1ccccc1 (stereo not drawn)	-5%	-5%	-4%	-8%	i
Cn1cccc1C(=O)NC(=O)COC(=O)c1ccc(O)cc1	1%	3%	4%	12%	0.3%
COC(=O)c1ccc(-c2ccc(CNCC(O)c3ccccc3)o2)cc1 (stereo not drawn)	15%	4%	53%	9%	i
O=C(Cc1ccccc1)Nc1cc([N+](=O)[O-])ccc1N1CCOCC1	-15%	13%	6%	8%	1.5%
Cn1c(=O)c2c(nc(NCCNC(=O)c3ccco3)n2Cc2ccccc2F)n(C)c1=O	7%	6%	0%	-6%	i
